TcdB GH inh – inhibitors of Clostridioides difficile toxin B glycohydrolase. inhibition, % at 9.99 µM. TcdB glycohydrolase enzymatic assay, plate reader. P18177. AID 652162. hit rate 0.24% among 350,000; in the data active = inhibition above about 10%
PfHsp40 yeast – restores yeast growth despite PfHsp40 toxicity; growth rescue, % at 12.5 µM; AID 504582; S. cerevisiae expressing PfHsp40, growth rescue, ATP luminescence; hit rate 0.68% among 340,000; in the data active = growth rescue above about 28%, passing the limit was not always enough; inconclusive = no clear call, values can overlap the other calls;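 also: yeast W303a lacking pdr1 and pdr3 grown in galactose medium; growth measured after three days at 30 °C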
BoNT A protease – inhibitors of Botulinum neurotoxin A light chain protease | multiplex microsphere protease substrate cleavage, flow cytometry | inhibition, % at 10 µM | hit rate 0.17% among 360,000; also: plate controls were buffer without enzyme for full effect and enzyme alone for no effect
PriA SSB inh – K. pneumoniae PriA-SSBct interaction inhibition. AlphaScreen SSBct-PriA binding, biotinylated peptide. inhibition, % at 33 µM. hit rate 0.6% among 430,000. AID 1272365; in the data active = inhibition mostly above about 37%, no sharp cut-off; inactive = mostly below about 20%;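 also: plate controls were negative control peptide for no effect and reference peptide for full effect; strong numbers were not always called active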
Anthrax LF inh2 – anthrax lethal factor protease inhibition. P15917. multiplex microsphere protease cleavage assay, LF. inhibition, % at 10 µM. hit rate 0.12% among 360,000; also: plate controls were buffer without enzyme for full effect and enzyme alone for no effect
Y pestis TopoI – inhibitors of Yersinia pestis topoisomerase I. Y. pestis Topo-I cleavage product accumulation, plate reader. activity, % at 10 µM. hit rate 0.064% among 360,000; in the data active = activity above about 50%, passing the limit was not always enough; inconclusive = no clear call, values can overlap the other calls; also: inactives centre near 2
SARS 3CLpro inh – SARS-CoV 3CLpro protease inhibition. P0C6X7. recombinant SARS-CoV 3CLpro, quenched FRET peptide cleavage. inhibition, % at 6 µM. hit rate 0.14% among 290,000. AID 1706; in the data active = inhibition above about 12%
Vc quorum ag – quorum light induction in luxS cqsA deficient V. cholerae | AID 588436 | V. cholerae BH1578 lux reporter, luminescence, 6 h | activation, % at 18.7 µM | hit rate 0.16% among 350,000; in the data active = activation mostly above about 9.7%, no sharp cut-off; inconclusive = no clear call, values can overlap the other calls; inactive = mostly below about 3.7%; also: not every result past the cut was called active; inactives centre near 0; reference of the scale not given here
PrPC TRFRET – inhibitors of human cell surface prion protein PrPC; TR-FRET read-out; inhibition, % at 13.8 µM; hit rate 0.43% among 370,000; AID 720596; in the data active = inhibition above about 24%; also: 0% = median of the test wells and 100% = reference compound wells
Active calls of the source: *; i = inactive; ? = inconclusive; . = not tested or not shown; & = joins results of further samples; ! = not confirmed by another sample. Rule as the data show it, unless noted: active = inhibition above about 30%; inconclusive = no clear call, values can overlap the other calls; inactive = below that. These rows are one share of the data. The share of hits here may be higher or lower than overall.

SMILES	TcdB GH inh	PfHsp40 yeast	BoNT A protease	PriA SSB inh	Anthrax LF inh2	Y pestis TopoI	SARS 3CLpro inh	Vc quorum ag	PrPC TRFRET
CCOc1cccc(-c2c(C(=O)N/N=C/c3ccco3)nnn2-c2nonc2N)c1	.	0.6	0.1	.	0.1	6.2	-2.8	-0.7	.
Oc1ccc(CNc2ccccc2F)c2cccnc12	-3.3	39.2*	-0.6&0.4	-6.7	-7.6&-5.5	-7.7&-5.6	-3.4	-0.3	-1.7&-1.2
CC(=O)O[C@]1(C)C(=O)OC/C2=C/CN(C)CCC(OC(=O)[C@@](O)(C(C)O)C[C@H]1C)C2=O (stereo partly specified)	-1.0	-0.3	1.3	.	2.4	0.3	-1.7	i	-1.4
CCOC(=O)c1sc2nccc(N(C)C)c2c1N=CN(C)C	.	-1.7	1.0	-5.1	0.4	-10.5	-0.1	0.0	-17.9
COc1cc(NC(=O)CCN2CCOCC2)cc(OC)c1	-0.6	0.1	-0.7	8.7	-5.9	0.7	5.2	i	1.9
O=S(=O)(CCN1CCN(C(c2ccccc2)c2ccccc2)CC1)C(F)(F)F	.	0.9	0.3	-9.6	-0.3	-1.6	-2.7	-0.5	-4.6
CCOC(=O)Cc1cnc(NC(=O)CSc2nc(C(C)C)cc(=O)[nH]2)s1	1.4	-0.2	-1.0	-2.7	-1.0	-4.8	-1.4	-0.5	3.1
COC(=O)c1ccc(C(=O)OC)c(NC(=O)CCc2ccc(C)o2)c1	.	-0.8	-1.0	-17.0	-0.3	10.3	-2.1	i	-1.2
CCOC(=O)c1c(C)[nH]c(C(=O)Cn2nnc(-c3ccc(Cl)cc3)n2)c1C	.	0.2	-0.2	-13.5	-1.2	5.1	6.9	1.8	-2.7
COc1ccc(N2C(=O)CCC(C(=O)N(C)CCc3ccccn3)C2c2ccc(OC)c(OC)c2)cc1 (stereo unspecified)	0.7	1.5	-0.1	-2.2	-7.0	-12.0	-1.8	-0.3	2.7
COc1cc(NC2c3ncccc3C(=O)N2Cc2ccco2)cc(OC)c1OC (stereo unspecified)	0.8	0.6	-0.8	-3.2	-1.5	-1.7	-4.7	-0.1	-5.4
CC(=O)OC(C(=O)NC1CCCCC1)c1ccc(Cl)cc1 (stereo unspecified)	.	-1.4	1.4	-32.5	-0.4	1.5	-0.1	i	6.6
O=C(CSc1nnc(-c2cnccn2)n1Cc1ccco1)c1ccc(Cl)cc1	.	-0.3	0.1	6.5	-9.6	0.0	-2.1	-0.5	1.7
O=C(Nc1cc(S(=O)(=O)N2CCOCC2)ccc1N1CCOCC1)c1ccc([N+](=O)[O-])s1	-1.8	-0.3	0.0	-7.8	0.0	-14.4	.	-2.1	-7.0
COc1ccccc1Cc1c(-c2cccc(Cl)c2)nc2ccc(Cl)cn12	1.5	.	3.5	.	1.5	.	.	.	5.2
CC(Oc1ccc(Cl)cc1Cl)C(=O)NC(=S)N1CCc2ccccc21 (stereo unspecified)	0.5	0.4	-1.0	-10.2	-3.0	20.0	4.2	-0.3	8.2
CCOC(=O)c1sc(=NC(=O)c2ccc(S(=O)(=O)N3CC(C)OC(C)C3)cc2)n(C)c1C (stereo unspecified)	.	-0.9	0.4	-6.2	1.6	2.5	-6.8	i	-7.0
COc1ccc(CCNC(=O)CSc2nnnn2C)cc1OC	1.2	-1.4	-0.2	-3.0	-5.3	9.3	5.8	i	-4.0
CN1CCc2c(sc(NC(=O)c3ccc(C(=O)c4ccccc4)cc3)c2C(N)=O)C1	0.4	2.8	-0.8	22.6	3.7	-4.5	-8.2	i	-41.1
N#Cc1c(N)[nH]c(=S)c(C#N)c1-c1ccccc1	.	-0.4	0.9	-18.6	0.4	-0.1	2.7	7.1	19.0
Cc1nc2ccccc2nc1SCC(=O)N1CCC(C)CC1	.	-0.5	0.0	4.0&-8.2	-6.9	21.1	-1.2	-0.4	55.4*
CNC(=O)CSc1nnc(-c2ccccn2)n1Cc1ccco1	0.8	-0.4	0.1	-2.0	-2.7	-2.8	-1.1	i	-9.2
COc1cc2nc(N(CCN(C)C)C(=O)c3ccc4ccccc4c3)sc2cc1OC	.	-1.3	-1.5	39.0*!	-2.6	15.6	-11.6	-1.1	.
Cc1sc2nc(SCC(=O)NCc3ccco3)n(Cc3ccccc3)c(=O)c2c1C	.	-0.4	0.0	-4.7	-2.6	-0.2	-3.5	i	-3.9
COc1ccc(CNC(=O)c2nn(-c3ccccc3)cc2OC)cc1	-0.2	-0.3	0.0	-27.6	1.9	5.3	0.7	-0.5	1.8

More entries:
SMILES	TcdB GH inh	PfHsp40 yeast	BoNT A protease	PriA SSB inh	Anthrax LF inh2	Y pestis TopoI	SARS 3CLpro inh	Vc quorum ag	PrPC TRFRET
CCOc1ccc(S(=O)(=O)N2CCCC2)c2ccccc12	-1.4	.	-0.2	.	-2.1	15.3	.	i	11.6
CN(Cc1ccn[nH]1)C(=O)C1CCC(=O)N(Cc2cccc(C(F)(F)F)c2)C1 (stereo unspecified)	0.2	0.1	1.4	-17.9	1.3	-8.1	-3.3	-0.5	-1.2
Cn1cc(-c2nnc(-c3ccccc3)o2)c2ccccc21	.	-1.1	0.0	-17.0	-1.0	5.8	2.9	-0.3	0.0
COC(=O)c1cc(C(=O)Nc2cc(C)on2)cc([N+](=O)[O-])c1	0.2	-0.7	0.3	1.6	-11.2	-5.7	3.2	i	-1.2
C=CCOc1c(Cl)cc(C(=S)N2CCCC2)cc1OCC	-1.4	0.1	-0.7	-9.1	-2.9	14.5	-6.5	0.5	9.6
COc1cccc(/C=C/C(=O)Nc2cc(S(=O)(=O)N3CCOCC3)ccc2OC)c1	-6.5	-1.0	1.0	-10.3	2.8	10.6	.	i	-1.9
N#CCN1C(=S)N=C(Nc2cccc(Cl)c2)C12CCCCC2	.	-0.3	-0.5	-12.2	-3.9	-1.0	-2.7	-0.9	9.9
CC1CCCN(C(=O)c2ccc3c(=O)n(Cc4ccc5c(c4)OCO5)c(=S)[nH]c3c2)C1 (stereo unspecified)	.	2.1	0.3	-9.7	0.6	-3.8	-5.3	1.8	-3.1
CC(=O)N1CCc2cc(S(=O)(=O)NC(Cc3ccccc3)C(=O)NC3CCCCCC3)ccc21 (stereo unspecified)	.	-1.4	?	-5.3	-8.8	7.4	0.5	-0.3	9.4
COC(=O)C1=NN[C@H](C(=O)OC)[C@H]1c1ccccc1	.	-0.6	-0.6	4.9	0.1	3.4	3.7	-0.7	-7.9
COc1cc(NC(=O)c2cc(-c3cccc(O)c3)on2)cc(OC)c1OC	0.0	0.1	-0.8	-8.3	7.6	-3.1	0.1	-1.2	0.0
O=P(O)(O)Oc1ccccc1P(=O)(c1ccccc1)c1ccccc1	1.8	-0.6	0.4	-0.5	-4.4	4.1	2.3	i	4.5
Cc1n[nH]c(=S)n1/N=C/c1ccc(OCc2ccc(Cl)cc2Cl)cc1	.	-0.6	-0.7	.	-0.1	13.8	3.4	i	7.4
Cc1cc(C)c(Nc2n[nH]c(=S)s2)cc1C	1.4	.	-0.3	.	-2.6	4.6	.	-4.5	-4.2
CC(C)CC(NC(=O)/C(=C/c1ccco1)NC(=O)c1ccc(Br)o1)C(=O)O (stereo unspecified)	-1.4	.	-0.1	-11.0	-9.4	1.4	3.3	-0.9	1.7
CC(C)(C)c1ccc(C2=CC(c3ccccc3F)n3ncnc3N2)cc1 (stereo unspecified)	0.6	-0.5	0.6	-21.3	8.2	16.4	.	i	-2.2
O=S(=O)(NCCc1nnc2ccc(SCc3cccnc3)nn12)c1ccccc1	-0.9	-0.1	-0.5	-10.1	0.7	-9.6	-3.6	-0.6	-1.7
Cc1ncc([N+](=O)[O-])n1CCOC(=O)NC(NCc1ccccc1)C(Cl)(Cl)Cl (stereo unspecified)	.	1.7	0.5	-6.4	-2.8	-2.4	0.4	-1.1	-6.1
COc1ccc(CCNC(=O)C2CCN(S(=O)(=O)c3ccc(OC)c(OC)c3)CC2)cc1	.	0.2	4.2	-5.1	-2.6	-0.4	2.4	-0.4	0.5
Cc1ccc(S(=O)(=O)N/N=C/c2cccn2-c2ccc(Cl)cc2)cc1	.	-0.4	-0.7	.	-2.2	15.3	0.0	i	-0.7
c1ccc2cc(N3CCCCC3)ccc2c1	0.7	-0.5	-0.4	-8.5	0.0	-5.7	.	-2.9	7.1
O=C1CN(C(=O)COC(=O)c2ccco2)c2ccccc2N1	2.5	-2.4	-6.1	-15.8	-2.0	-3.2	.	-0.6	4.9
COc1nc2ccc(C)cc2cc1-c1noc(-c2cccnc2)n1	.	0.9	-0.7	-3.6	2.0	-7.5	-1.9	-1.0	4.2
O=C(Cn1c(=O)c2cccn2c2ccccc21)NCc1cccc(F)c1	-2.3	1.5	2.0	7.0	1.2	-5.0	2.1	-0.3	-0.2
O=c1[nH]c(=O)n([C@H]2C[C@H](O)[C@@H](CO)O2)cc1C(F)(F)F	0.7	3.3	-0.1	-1.9	-1.0	-1.9	-1.4	i	-0.2

New compounds follow
SMILES	TcdB GH inh	PfHsp40 yeast	BoNT A protease	PriA SSB inh	Anthrax LF inh2	Y pestis TopoI	SARS 3CLpro inh	Vc quorum ag	PrPC TRFRET
COc1ccc(Nc2ncc3c(n2)CC(c2ccc(C)cc2)CC3=O)cc1 (stereo unspecified)	.	-1.4	.	-3.3	.	-2.2	-3.2	-0.2	-1.1
Cc1c(C(=O)O)oc2c1C(=O)CC(C)(C)C2	0.1	-1.0	0.3	0.2	2.0	3.3	0.2	-0.2	-0.9
CC1(C)CC(=O)C2=C(C1)OC(N)=C([N+](=O)[O-])C2c1ccc(F)cc1 (stereo unspecified)	1.9	.	-0.1	-5.8	1.6	2.6	0.7	-0.9	-2.5
CSCCC(NC(=O)c1ccccc1Cl)C(=O)N(C)CC(=O)Nc1ccc(N2CCOCC2)cc1 (stereo unspecified)	-0.2	-0.9	3.8	0.9	0.9	-2.3	.	-1.0	-8.6
Cc1ccc(S(=O)(=O)NC(C)CCc2ccccc2)cc1 (stereo unspecified)	.	0.3	1.1	-21.7	-0.6	1.2	2.8	2.6	5.9
O=C(NC1CC2CCC1C2)C1CCN(S(=O)(=O)c2ccc(-c3nn[nH]n3)cc2)CC1 (stereo unspecified)	.	0.3	0.5	-7.0	-1.9	5.4	-4.7	i	4.8
Cc1ccc(Cl)c(NC(=O)CSc2cccc[n+]2[O-])c1Cl	-0.6	-1.2	-0.3	-5.3	-2.5	8.1	.	i	4.8
COC(=O)[C@@]1(Cc2ccc(F)cc2)[C@H]2c3cc(C(=O)N4CCCC4)n(Cc4ccc(OC(F)(F)F)cc4)c3C[C@H]2CN1C(=O)c1ccccc1	0.5	.	-1.6	.	-11.4	.	.	.	-7.4
CCc1nc2ccc(C(=O)NC3CCN(C)CC3)cn2c1N(C)CCC(C)C	0.3	.	-0.1	.	-2.9	-4.4	.	-3.3	-4.0
CC1(C)SC(=S)N(NC(=O)Nc2ccccc2)C1N(O)C(=O)Nc1cccc2ccccc12 (stereo unspecified)	-2.7	3.0	0.0	-5.7	-1.9	-12.4	2.9	-0.3	-1.1
CN(C(=O)CSc1nnc(NCc2ccccc2)s1)C1CCS(=O)(=O)C1 (stereo unspecified)	5.5	-0.3	-0.6	-17.4	-0.8	4.8	4.3	-0.4	-0.7
Cc1ccc(-c2csc3ncn(CC#N)c(=O)c23)cc1	.	0.5	-1.0	-17.5	-3.6	0.7	2.6	i	0.1
C/C(=N\NC(=S)NC1CCCCC1)c1cccs1	1.7	2.9	-1.0	.	-5.8	-8.0	3.7	i	2.3
O=C(Nc1ccccc1N1CCCC1)C1CC(=O)N(Cc2ccccc2)C1 (stereo unspecified)	1.4	1.9	0.4	-12.8	-3.8	-4.4	.	i	8.7
